Screens (PubChem BioAssay)
ADAM10 inh = ADAM10 inhibition, QFRET primary screen. inhibition, % at 7 µM. AID 720582. O14672. recombinant ADAM10, EDANS/DABCYL FRET peptide cleavage, 3 h. actives 0.62% (n = 370,000);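 active = inhibition above a per-campaign cutoff equal to the mean of compounds falling between control-based bounds plus 3 SD, cut at about 20% in these data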;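 also: 0% = DMSO wells while the 100% control is not disclosed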
hgDAF-12 ag = activates the H. glycines DAF-12 receptor ligand-binding domain. HEK293 GAL4-hgDAF12 UAS-luciferase reporter, agonist luminescence; normalized to butyrate control. activation, % at 6.8 µM. actives 1.8% (n = 370,000);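 active = activation above a cutoff set at the mean of all screened compounds plus 3 SD, cut at about 10% in these data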;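 also: 0% = DMSO wells and 100% = sodium butyrate wells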
hcDAF12 agonist = H. contortus DAF-12 activation, primary screen. activation, % at 6.8 µM. AID 652067. HEK293 hcDAF-12 lit1-tk-luc reporter, luminescence; 0% DMSO, 100% Δ7-dafachronic acid. actives 1.4% (n = 370,000);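 active = activation above the mean of all tested compounds plus 3 SD, cut at about 5.5% in these data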;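 also: 100% = response to 3 µM Δ7-dafachronic acid high control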
DAX1 inh-1 = blocks DAX1 repression of SF-1 activated StAR promoter; HEK293T StAR-luciferase reporter, SF-1/DAX-1 repression relief; inhibition, % at 6.8 µM; actives 1.1% (n = 370,000); AID 652010;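 active = inhibition above the mean over all tested compounds plus 3 SD, cut at about 3.6% in these data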;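 also: 0% = DAX-1 cells with DMSO and 100% = cells lacking DAX-1 with DMSO; higher inhibition means more luminescence from relief of DAX-1 repression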
HGIII-sPLA2 inh = Inhibits HGIII-sPLA2 liposome hydrolysis, primary screen; Q9NZ20; QFRET BODIPY PC-A2 liposome hydrolysis, fluorescence; inhibition, % at 12.2 µM; actives 0.56% (n = 370,000); AID 743126;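 active = inhibition above mean plus 3 SD of compounds lying within the high and low control bounds, cut at about 19% in these data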;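 also: 0% = median of test compound wells and 100% = no enzyme DMSO wells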
PLCb3 inh = blocks human PLC-beta3 enzyme activity | Q01970 | Purified PLC-beta3, fluorogenic substrate, fluorescence | inhibition, % at 12.2 µM | actives 0.18% (n = 370,000) | AID 720704; in the data active = inhibition above about 11%;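 also: 0% = median of compound wells on plate and 100% = full blocker control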
Target sequence (Q01970 whole entry, looked up): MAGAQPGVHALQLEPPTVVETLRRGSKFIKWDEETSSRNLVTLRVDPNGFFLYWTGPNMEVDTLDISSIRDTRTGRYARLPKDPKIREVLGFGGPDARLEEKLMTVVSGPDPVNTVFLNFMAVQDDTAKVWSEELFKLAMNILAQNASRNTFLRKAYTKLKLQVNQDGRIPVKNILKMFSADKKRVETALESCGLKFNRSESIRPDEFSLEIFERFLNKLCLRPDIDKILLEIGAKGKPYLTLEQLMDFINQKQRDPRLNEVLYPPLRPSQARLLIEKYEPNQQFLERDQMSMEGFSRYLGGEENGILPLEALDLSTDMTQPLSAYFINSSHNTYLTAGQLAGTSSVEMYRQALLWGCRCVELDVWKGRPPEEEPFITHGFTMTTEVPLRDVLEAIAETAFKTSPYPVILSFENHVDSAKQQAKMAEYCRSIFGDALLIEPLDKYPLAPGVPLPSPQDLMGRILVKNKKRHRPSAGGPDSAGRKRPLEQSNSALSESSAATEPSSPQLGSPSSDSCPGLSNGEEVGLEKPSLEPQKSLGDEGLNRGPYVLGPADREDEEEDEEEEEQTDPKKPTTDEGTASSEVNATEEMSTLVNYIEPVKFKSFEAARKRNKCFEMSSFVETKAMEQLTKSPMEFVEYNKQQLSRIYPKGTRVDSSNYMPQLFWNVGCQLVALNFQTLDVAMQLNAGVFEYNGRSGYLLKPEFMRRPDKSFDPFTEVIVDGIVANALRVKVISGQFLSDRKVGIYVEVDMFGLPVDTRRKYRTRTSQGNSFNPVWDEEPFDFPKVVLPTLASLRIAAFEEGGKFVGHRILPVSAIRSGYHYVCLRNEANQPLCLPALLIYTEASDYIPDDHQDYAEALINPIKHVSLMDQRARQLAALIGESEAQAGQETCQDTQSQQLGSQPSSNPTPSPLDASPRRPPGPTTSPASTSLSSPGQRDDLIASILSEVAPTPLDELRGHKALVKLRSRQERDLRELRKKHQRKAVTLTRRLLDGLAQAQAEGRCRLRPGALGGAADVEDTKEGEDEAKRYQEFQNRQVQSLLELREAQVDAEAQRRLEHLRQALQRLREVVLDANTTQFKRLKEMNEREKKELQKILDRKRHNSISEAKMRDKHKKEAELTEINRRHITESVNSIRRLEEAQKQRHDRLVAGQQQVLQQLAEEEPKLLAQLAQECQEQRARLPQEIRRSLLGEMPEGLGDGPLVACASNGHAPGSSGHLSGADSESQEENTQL
PLC-gamma1 inh = inhibitors of human phospholipase C gamma1; actives 0.84% (n = 370,000); purified PLC-gamma1, fluorogenic substrate, fluorescence; inhibition, % at 12.2 µM; P19174; in the data active = inhibition above about 9.5%
ADAM17 inh = inhibitors of human ADAM17. P78536. recombinant ADAM17, EDANS/DABCYL FRET peptide cleavage. inhibition, % at 6.95 µM. actives 0.83% (n = 370,000). AID 720648;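 active = inhibition above the mean of compounds lying between control limits plus 3 SD, set per campaign, cut at about 8.5% in these data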;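 also: 0% = DMSO-only wells as the low control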
GAA850 FXN act = frataxin GAA850 promoter activation; HEK293 lucGAA850 FXN promoter luciferase reporter, 24 h; percent of 10 µM SAHA response; activation, % at 6 µM; actives 0.56% (n = 360,000); AID 540364;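 active = activation above the average of all compounds screened plus 3 SD, cutoff fixed separately per campaign, cut at about 7.5% in these data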;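 also: 0% = DMSO wells and 100% = 10 µM SAHA wells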
ssDAF-12 act = activators of S. stercoralis DAF-12 nuclear receptor | HEK293 ssDAF-12/GRIP1 lit1-tk-luc reporter, luminescence; % of 3 µM dafachronic acid response | actives 1% (n = 370,000) | activation, % at 6.8 µM;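 active = activation above the mean over all tested compounds plus 3 SD, cut at about 0.9% in these data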;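 also: 0% = DMSO-only wells and 100% = 3 µM delta7-dafachronic acid wells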
DAX1 inh-2 = inhibitors of human orphan nuclear receptor DAX1 (NR0B1); P51843; HEK293 Gal4-DAX1 luciferase reporter, luminescence; inhibition, % at 6.75 µM; actives 0.99% (n = 340,000); AID 504766;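 active = inhibition above the mean over all tested compounds plus 3 SD, cut at about 4.2% in these data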;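 also: 0% = DAX1-transfected cells with DMSO and 100% = empty-vector control cells with DMSO; inhibition shows as a rise in luminescence from relieved DAX1 repression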
Active calls of the source: *; i = inactive; . = no result given.

No.	mol	hcDAF12 agonist	GAA850 FXN act	ADAM17 inh	PLCb3 inh	DAX1 inh-1	ADAM10 inh	PLC-gamma1 inh	HGIII-sPLA2 inh	ssDAF-12 act	DAX1 inh-2	hgDAF-12 ag
1	CC(CCc1ccccc1)NC(=O)CCNC(=O)c1ccccc1Cl (centres undefined)	-0.5	-0.6	-2	-10	0.4	-7	0	17	-1.3	0.7	-2.9
2	Cc1ccc2sc(C)[n+](CCC(C)S(=O)(=O)[O-])c2c1 (centres undefined)	1.1	-1.0	0	-1	0.2	1	-1	20*	-1.0	2.5	0.3
3	CCC(C)NC(=O)C1CC(c2ccc(OC)cc2)=NO1 (centres undefined)	0.8	0.5	-3	5	0.0	4	1	0	-1.2	0.9	-0.2
4	CC1(C)CN(c2ccsc2C(=O)O)C1=O	-0.1	1.0	1	1	0.4	1	0	2	-1.0	.	-1.2
5	CCc1ccc(C(O)c2ncc(-c3cccc(F)c3)[nH]2)cc1 (centres undefined)	0.6	1.6	0	-1	-0.2	-2	2	-13	-0.3	.	3.9
6	CN(Cc1ccccc1)CC(O)COc1ccc(CNCCOc2cccnc2)cc1 (centres undefined)	-1.6	1.4	0	-6	0.2	5	0	-11	-1.5	1.4	-1.8
7	CCN(CC)C(=O)C1CCCN(c2ccc([N+](=O)[O-])cc2/C=N/NC(=O)c2cccc([N+](=O)[O-])c2)C1 (centres undefined)	-0.5	-1.6	4	1	1.0	10	-2	3	-0.4	-0.7	0.8
8	CCC1(O)CCCC2C3CCC4CC(=O)CCC4(C)C3C(=O)CC21C (centres undefined)	1.3	1.2	-2	0	1.6	-13	1	-3	-1.0	0.5	1.8
9	O=C1NN(c2ccc(F)cc2)C(=O)/C1=C/c1cccs1	-0.8	2.1	0	-4	-0.3	2	-1	-8	-1.1	0.2	5.3
10	CCCCCCCOc1ccc(-c2ccc(C#N)cn2)cc1	1.2	-1.5	-1	2	-0.1	-5	1	-3	-0.4	0.2	1.7
11	O=C1CC(Nc2ccccc2)C(=O)N1c1ccc(N2CCOCC2)cc1 (centres undefined)	-1.9	2.3	-6	0	-0.8	6	-5	-2	-1.2	2.3	-1.2
12	CCCCN(C(=O)NC(=O)Nc1nc2ccc(OC)cc2s1)S(C)(=O)=O	2.8	9.5*	-4	-13	1.3	-7	-14	1	-0.2	1.0	8.4
13	COCCN(C(=S)Nc1cc(C)cc(C)c1)C(C)c1cccnc1 (centres undefined)	-1.0	0.8	1	2	-0.1	-5	3	4	-1.1	0.0	-3.3
14	COCCc1ncc(CN2CCCC(C(=O)Nc3cccc(-c4cccc(C)c4)c3)C2)cn1 (centres undefined)	-0.3	-0.1	0	-7	-0.2	2	4	-21	-1.0	-0.7	-1.6
15	O=C(O)CCn1c(-c2ccccc2)cc2ccccc21	-0.2	1.2	-18	-15	-0.1	-38	-6	-5	-1.4	1.5	-2.0
16	CCOC(=O)c1c(/N=C/N(C)C)sc(C=O)c1-c1ccccc1	-0.1	-0.5	-8	-9	-0.8	-33	-4	8	-0.7	-0.5	-2.6
17	CCn1c(=O)c(CCC(=O)NCC2CCCO2)c(C)c2c(C)nn(-c3ccccc3)c21 (centres undefined)	-3.8	1.5	-5	-5	-0.9	8	2	-5	-1.6	-1.6	-4.6
18	Cc1[nH]c(=O)[nH]c(=O)c1S(=O)(=O)N1CCCC1	-0.7	0.8	-4	2	-0.8	-7	-4	11	-1.2	-0.4	0.4
19	Cc1ccc(CCNC(=O)C2CCN(S(=O)(=O)c3cccc4nsnc34)CC2)cc1	-1.0	2.1	-3	3	0.5	6	1	1	-1.4	0.1	3.5
20	COc1ccc(-c2nnc(-c3cccnc3)o2)cc1	0.4	2.3	-52	-96	1.0	-168	-77	8	0.4	1.5	5.4
21	Cc1ccc(Nc2nc(N3CCOCC3)nc(N3CCOCC3)n2)cc1C	-1.8	2.1	2	-3	2.0	7	4	12	-0.7	-1.1	-0.3
22	O=c1oc(-c2ccc(Cl)cc2[N+](=O)[O-])nc2ccccc12	1.3	1.0	-3	-3	-0.6	-4	0	2	-0.9	1.0	-0.5
23	Cc1cc(NC(=O)CC#N)n(-c2nc3ccccc3[nH]2)n1	0.1	3.2	4	-15	-0.3	11	-5	2	-0.5	-0.9	-0.1
24	CC(C)CN(CC(C)C)C(=O)Cc1coc2ccc3ccccc3c12	-1.2	1.0	-11	-10	-0.5	-42	-15	-5	-1.4	-0.4	0.3
25	O=C(O)CCCC(=O)Nc1cccc([N+](=O)[O-])c1	-0.7	0.5	1	-1	0.0	-7	1	3	-0.6	0.7	-2.2
26	CCc1c(C)nc(SCC(=O)c2ccc(C)c(C)c2)[nH]c1=O	-2.8	1.8	-6	-1	0.5	0	-4	-39	-1.6	1.4	3.9
27	O=C(CNC1CCCC1)Nc1ccc(N2CCCCCC2)cc1	0.0	-0.3	0	-1	1.5	-5	-1	12	-1.3	0.7	5.9
28	CC(OC(=O)c1ccccc1O)C(=O)Nc1cccc(Cl)c1 (centres undefined)	-1.4	-0.6	-14	-5	-1.4	-33	2	-8	-2.3	-0.3	0.3
29	COC(=O)c1sc(NC(=O)COc2cccnc2[N+](=O)[O-])c(C(=O)OC)c1C	-0.5	-1.2	2	-12	0.7	-17	0	8	-0.9	0.4	4.6
30	CCOC(=O)c1c(C)n(C)c2ccc(OC)c(NC(=O)CCN3CCSCC3)c12	-0.6	1.6	-4	0	0.3	2	-1	8	-1.5	-0.8	-0.5
31	COc1ccc(-c2nc3c(n2O)CCCC3=O)cc1OC	0.8	0.1	-56	i	-0.1	-141	-441	6	-1.2	0.5	-0.8
32	NC(=O)c1ccccc1N	0.8	-1.1	-125	-87	0.2	-466	-77	-2	-1.5	3.0	-1.4
33	CS(=O)c1nc(-c2ccc(Br)cc2)cc(-c2ccccc2)c1C#N (centres undefined)	-5.0	-9.0	-4	1	-1.1	-10	-2	5	-2.7	-3.3	-8.8
34	CCOC(=O)[C@@]12CN(C(=O)OC(C)(C)C)CC=C1N(Cc1ccc(OC)cc1)C(=O)[C@H]2CC(=O)N1CCOCC1	0.2	.	-2	3	-0.5	-3	-2	-2	-1.4	.	0.1
35	Nc1cccc(P(=O)(c2ccccc2)c2ccccc2)c1	-0.4	1.4	0	-4	0.1	-4	-2	5	-0.6	-0.8	-2.0
36	Cc1nn(-c2ccccc2)c(N)c1C(O)(CC(=O)C(F)(F)F)C(F)(F)F (centres undefined)	-2.4	1.1	0	0	0.4	-10	8	10	-1.5	0.6	0.4
37	CN1C(=O)CSc2ccc(NC(=O)Nc3ccccn3)cc21	-1.2	3.4	0	2	1.0	-1	-3	-7	-1.8	-0.2	5.6
38	COC(=O)C1C2C=CC3(CN(Cc4cccs4)C(=O)C13)O2 (centres undefined)	-1.3	0.2	-8	3	0.3	6	-1	3	-0.7	-0.7	0.1
39	CC(=O)Nc1ccc(NC(=O)COC(=O)c2ccc(S(=O)(=O)N(C)c3ccccc3)cc2)cc1	0.7	0.1	-1	-8	0.1	3	5	4	-1.4	0.2	0.1
40	CN(CCc1ccccn1)S(=O)(=O)c1ccc(F)cc1	-1.2	1.1	0	3	0.5	1	4	-3	-0.6	0.0	0.0
41	COC(=O)c1cc2ccccc2c(-c2c(O)ccc3ccccc23)c1O	0.3	-5.3	4	-51	-0.7	16	-46	-12	-1.6	0.7	-3.1
42	Brc1ccc(Oc2ncc(CN3CCOCC3)s2)cc1	-0.8	0.6	2	8	0.1	14	4	2	-1.3	1.1	3.1
43	FC(F)(F)c1ccnc(Sc2n[nH]c(C(F)(F)F)n2)c1	-1.6	-1.4	3	-7	-0.1	9	0	0	-1.4	0.9	-0.1
44	Cc1c(/C(O)=C2\C(=O)C(=O)N(CCCN(C)C)C2c2ccco2)cnn1-c1ccccc1 (centres undefined)	-5.6	-6.3	1	3	-1.4	4	3	0	-3.1	3.4	-7.8
45	Cc1[nH]n(-c2ccccc2)c(=O)c1C=Nc1ccc(S(=O)(=O)N=C(N)N)cc1	-0.2	0.6	-4	-1	0.1	9	2	7	-0.7	0.7	0.8
46	Cc1cc(C)nc(NNS(=O)(=O)c2ccc(Cl)cc2)n1	-1.6	0.3	0	1	-0.7	-11	2	6	-1.1	2.2	2.1
47	Cc1ccc(CSc2ccc(S(=O)(=O)N3CCCC3)cn2)cc1	-2.3	-0.7	5	-8	-2.6	2	-1	-10	-1.4	0.5	4.0
48	O=C(Nc1ccc(Cl)c([N+](=O)[O-])c1)c1ccc(NCCCN2CCOCC2)c([N+](=O)[O-])c1	-1.0	-1.6	-5	2	-0.7	-7	2	1	-0.7	0.2	-0.1
49	CCOc1ccc(Nc2oc(-c3cccc(Cl)c3)nc2C#N)cc1	-1.6	2.6	-7	-28	0.0	-7	-20	3	-1.0	-0.1	-0.9
50	O=[N+]([O-])c1ccc(/C=N/n2cnc3ccccc32)s1	-0.9	-1.6	7	5	-2.8	9	9	10	-1.5	-2.7	-7.0
51	CCN(CC)C(=O)Cn1nc(-c2ccccc2O)nc1SCC(=O)Nc1ccc(OC)cc1	-1.8	-3.5	1	0	-0.4	2	3	-1	-1.0	2.8	0.2
52	Cc1cccc(Nc2ccc([N+](=O)[O-])cn2)c1	-0.7	5.0	1	-5	0.6	9	-5	-4	-0.6	0.5	4.5
53	CCCCC[C@H](C)N1C[C@H](COCc2ccccc2)Oc2cc(N3CC[C@@H](O)C3)ccc2S1(=O)=O	0.8	.	7	5	-0.1	7	-3	-6	-0.8	.	-0.2
54	CN1CCN(C2Cc3cc(Cl)ccc3Sc3cc(F)ccc32)CC1 (centres undefined)	0.8	-1.0	0	-4	0.6	6	2	-15	0.3	3.1	4.0
55	Cc1ccc2c(c1)N(CC(=O)NCC1CCCO1)C(=O)CO2 (centres undefined)	2.7	0.6	-2	-4	-0.2	-2	1	1	-1.0	-0.2	-1.0
56	CCC(=O)Nc1cccc(C(=O)OCc2cccc([N+](=O)[O-])c2)c1	-1.3	4.4	1	6	-0.6	4	3	-5	-1.0	-1.5	-1.5
57	O=C(CSc1cccc2cccnc12)N/N=C/c1cccnc1	-2.3	15*	-34	-49	-1.3	-110	-40	0	-1.8	.	-5.4
58	Cc1cc2c(=O)n(C)c(SCC(=O)NC3CCCC3)nc2s1	0.2	-1.2	0	-5	-1.0	3	-3	2	-1.0	-0.3	-0.1
59	COc1ccc(S(=O)(=O)NCc2ccccn2)cc1	-1.6	-1.3	-7	-2	0.6	-10	-1	10	-1.0	1.4	4.9
